From PubChem
A549 tox: Nrf2 qHTS screen for inhibitors: counterscreen for cytotoxicity; Potency, µM (highest dose often 46 µM), without a hit: at the top dose activity change, negative = cytotoxicity, actives largely listed as inhibitors; actives 0.16% (n = 390,000); A549 ARE-Fluc cells, CellTiter-Fluor viability, 18-24 h; further: potency means the concentration at half of the fitted maximal effect; on the % scale 0 is the no-effect control and ±100 the full control effect
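A549 ARE_Fluc cells in 5% FBS OPTI-MEM were exposed to compounds in concentration-response for 18-24 h at 37 deg C. Viability was read by CellTiter-Fluor fluorescence (Ex 405/Em 525) after 30 min, before the luciferase read.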
TGFb SMAD3 inh: qHTS for Inhibitors of TGF-b. Potency, µM (top dose mostly 46.1 µM), inactives show top-dose activity, negative = inhibition, usual class: inhibitors. HepG2 CAGA-GFP TGF-b/SMAD3 reporter, GFP fluorescence, 18 h; TGF-beta stimulated, 500 pg/mL final. AID 588855, 2011. actives 1.2% (n = 410,000); further: potency means the concentration at half of the fitted maximal effect; on the % scale 0 is the no-effect control and ±100 the full control effect; nearly all actives have a fitted effect of over 65% in size
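GFP signal (ex488/em500-530) from TGF-beta-stimulated HEPG2 CAGA-GFP cells, 500 pg/mL final, 18 h at 37 degrees C in DMEM plus 1% FBS, normalized to unstimulated and DMSO-stimulated controls.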
MmCpn inh: Inhibitors of TCP-1 ring complex (TRiC) of Methanococcus maripaludis (MmCpn): qHTS. purified Mm-Cpn ATPase, ADP Transcreener TR-FRET. Chaperonin Mm-Cpn (Methanococcus maripaludis). actives 0.031% (n = 330,000). Potency, µM (doses to about 76.9 µM), for the others: at the top dose activity, negative = inhibition, actives largely listed as inhibitors; further: potency means the concentration at half of the fitted maximal effect; on the % scale 0 is the no-effect control and ±100 the full control effect; nearly all actives have a fitted effect of over 80% in size
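Quantitative HTS used 25 nM Mm-CPN and 10 uM ATP in magnesium/KCl Tris buffer, pH 7.4, with 1 mM DTT. Hydrolysis ran 30 min at 37°C; ADP was read by HTRF.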
Abeta yeast res: qHTS for compounds that reverse cellular toxicity of Amyloid beta (A-beta) peptide in yeast: Primary Screen; Potency, µM (top dose mostly 46.1 µM), for inactives: at the highest dose growth rescue, actives largely listed as activators; actives 0.063% (n = 410,000); yeast expressing A-beta42, growth rescue, OD600, 48 h; response scale: 0% DMSO, 100% iron-clioquinol control; further: potency means the concentration at half of the fitted maximal effect; nearly all actives have a fitted effect of over 55% in size
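Yeast A-beta toxicity model in growth medium with pinned compounds, 48 h at 30 C; growth read as absorbance at 600 nm. Normalized to FeCl3/clioquinol equimolar mix (positive) and DMSO (negative).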
Nrf2 ARE act: qHTS of Nrf2 Activators. AID 624171, 2012. actives 0.31% (n = 410,000). Potency, µM (highest dose often 46.1 µM), for inactives: at the top dose activation, most hits filed as activators. AREc32 ARE-luciferase reporter (MCF7-derived line), luminescence, 24 h; further: potency means the concentration at half of the fitted maximal effect; % of control where 0% means no effect; nearly all actives have a fitted effect of over 65% in size
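Nrf2 activation is followed as ARE-luciferase induction in the AREc32 line after one day of compound treatment; luminescence is read with Steady-Glo.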
CCT modulator: High-Throughput Screening for Modulators of Cytosolic Chaperonin Activity | purified chaperonin ATPase assay, HTRF ADP detection, 30 min | activity change, % (no concentration beside the values), hits read low | actives 0.3% (n = 360,000) | AID 651819, 2012; in the data active means activity change below about -30%; further: on the % scale 0 is the no-effect control and ±100 the full control effect
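ATPase activity: ADP formed was measured by HTRF Transcreener (665/615 nm ratio) after 30 min at 37 deg C with 10 uM ATP. Compounds screened at one 76 uM concentration against 40 or 20 nM TRiC in Tris pH 7.4/KCl/MgCl2/DTT buffer.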
Akt phos inh: HTS Assay for Inhibitors of Akt Phophorylation: Primary Screen; Neuro2A IGF-stimulated pAkt S473 HTRF, 20 min; active compounds read low; activity change, % for hits at 50 µM; actives 0.32% (n = 360,000); in the data active means activity change below about -80%; inconclusive means mostly about -51% to -80%; further: on the % scale 0 is the no-effect control and ±100 the full control effect
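Neuro2A cells in DMEM with 0.5% FBS, overnight at 37 deg C, given compound at single 50 µM final, then IGF (6 nM final) for 20 min at 37 deg C. Lysed; phospho-Akt Ser473 by HTRF after 24 h, 665/615 ratio.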
HepG2 tox: qHTS for Inhibitors of TGF-b: Cytotox Counterscreen | HepG2 CAGA-GFP viability, ATP luminescence, 18 h | Potency, µM (doses to about 46.1 µM), for inactives: top-dose activity change, negative = cytotoxicity, actives largely listed as cytotoxic | actives 0.76% (n = 410,000) | AID 588856, 2011; further: potency means the concentration at half of the fitted maximal effect; some results filed as inactive show a strong effect at the top dose
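CellTiter-Glo luminescence gave cytotoxicity after 18 hours at 37 degrees C. The cells were HepG2 CAGA-GFP in 1% FBS DMEM, stimulated with 500 pg/mL TGF-beta after compound addition. %Activity was normalised to no-cell wells (complete cell-killing) and DMSO (no toxicity), and curves were fitted and classified.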
Nrf2 inh: Nrf2 qHTS screen for inhibitors; A549 ARE-Fluc reporter, luciferase luminescence, 18-24 h; Potency, µM (doses to about 46 µM), for the others: at the top dose activity change, negative = inhibition, most hits filed as inhibitors; actives 2.1% (n = 360,000); further: potency means the concentration at half of the fitted maximal effect; on the % scale 0 is the no-effect control and ±100 the full control effect; nearly all actives have a fitted effect of over 60% in size
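Reporter: ARE-Fluc in A549. Exposure: 18-24 h, 37 °C, 5% CO2, 5% FBS OPTI-MEM. Readouts: fluorescent cytotoxicity (CellTiter-Fluor), then luminescent Nrf2 signal after BugLite.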
* marks the source's active call; other numbers are inactive results; i = inactive; ? = inconclusive; · = no result given; [ ] = dose if it differs, or a comment. Unless noted, the call rests on the fitted dose curve; in most records, active means well fitted curve in the direction sought with a large enough effect; inconclusive means small, poorly fitted or top-dose-only effect, or another doubt; inactive means no such curve, though single readings can be large; an effect the other way counts as inactive or inconclusive.

No.	Structure	Nrf2 inh	MmCpn inh	Abeta yeast res	Akt phos inh	A549 tox	CCT modulator	Nrf2 ARE act	HepG2 tox	TGFb SMAD3 inh
1	Cc1nc2cc(NC(=O)N3CC4(C)CC3CC(C)(C)C4)ccc2n1C (stereo not drawn)	-4%	2%	1%	i	3%	-2.0	0.3%	-8%	7%
2	Cc1cc(S(=O)(=O)N2CCCC2)c(C)s1	15%	0%	0%	i	5%	-0.6	-0.1%	-1%	-10%
3	CCCCn1c(CNC(C)=O)nc2ccccc21	8%	0%	-3%	i	-2%	-2.0	0.4%	5%	19%
4	CCCNC(=O)C1CCC(Cn2c(=O)c3sccc3n(CC(=O)Nc3ccccc3C)c2=O)CC1 (stereo not drawn)	-14%	·	-2%	·	1%	·	0.0%	8%	14%
5	Cc1ccc(-c2cc(N)n(Cc3ccc(Cl)cc3)n2)cc1	·	-3%	?	i	-20%	2.3	7.6%	3%	-28%
6	Cc1ccc(N2CCN(S(=O)(=O)c3c(C)nc4scc(C)n4c3=O)CC2)c(C)c1	-18%	0%	-24%	i	2%	-0.5	2.4%	-11%	-26%
7	O=C(O)c1ccc(-n2ncc3c2/C(=C/c2cccc([N+](=O)[O-])c2)CC3)cc1	?	1%	-1%	i	13%	1.1	-0.7%	2%	10%
8	Cc1c(NC(=O)N(C)c2ccccc2)c(=O)n(-c2ccccc2)n1C	4%	1%	-14%	i	3%	-1.7	-0.2%	-1%	8%
9	COc1ccccc1NC(=O)c1c(NC(=O)c2ccccc2Cl)sc2c1CCC2	0%	·	-9%	·	5%	·	-0.6%	-7%	-9%
10	CNC(=O)CCn1nc(-c2ccc(Cl)cc2)c2ccccc2c1=O	-11%	2%	-10%	i	6%	0.8	-0.3%	-20%	?
11	CC(=O)c1cc(F)ccc1OCC(=O)N1CCN(c2ccc(F)cc2)CC1	4%	1%	-9%	i	1%	-1.2	0.6%	9%	1%
12	CC(NC(=S)NC(=O)c1cccs1)c1ccccc1 (stereo not drawn)	-10%	2%	?	i	21%	-2.6	5.7%	-6%	0%
13	O=C1OCCOC2CCCc3oc(C4=CCCCC4)c1c32 (stereo not drawn)	·	·	-22%	i	·	0.0	0.0%	·	·
14	O=C(Nc1nnc(Cc2ccccc2)s1)C1CCC1	5%	1%	42%	i	12%	-2.6	2.6%	-33%	-10%
15	CCC(=O)NC1CC2CCCC(C1)N2Cc1ccc(C)cc1 (stereo not drawn)	-8%	-5%	-13%	i	-3%	-2.5	-1.2%	15%	49%[activator]
16	CCCCC[C@H]1CCCCC[C@H](O)C[C@H](O)[C@@H](O)/C=C/C(=O)O1	·	·	-12%	i	·	-2.0	4.3%	·	·
17	Cc1cc(NC(=O)CSc2nnc(C)c(=O)n2N)no1	13%	-5%	-15%	i	0%	2.3	-0.7%	0%	5%
18	CN(Cc1ccccc1)C(=O)CN1CCN(S(=O)(=O)c2ccccc2F)CC1	·	·	-8%	i	·	2.0	-1.7%	-2%	14%
19	Clc1ccc(CO/N=C2\CCCc3nonc32)c(Cl)c1	8%	0%	3%	i	1%	-1.8	-0.2%	-1%	-3%
20	O=C(Cc1ccccc1)Nc1c(C(=O)N2CCOCC2)cnn1-c1ccccc1	2%	-1%	-8%	i	0%	0.0	0.2%	5%	-11%
21	Cc1ccc(-c2nc(CSCC(=O)N3CCCC3)c(C)o2)cc1	?	-2%	-10%	·	-16%	1.7	2.2%	-38%	-13%
22	Cc1cc(C)c(S(=O)(=O)NCC2CCC(C(=O)NCCCN3CCOCC3)CC2)c(C)c1 (stereo not drawn)	-9%	-1%	6%	i	1%	1.7	3.7%	-1%	43%[activator]
23	Clc1ccc(-c2nnc(-c3ccc(Br)o3)o2)c(Cl)c1	·	-6%	-7%	?	16%	2.7	2.6%	7%	2%
24	CCC(CC)NCC(O)COc1ccc(Br)cc1 (stereo not drawn)	3%	1%	-11%	i	3%	-3.4	0.0%	-22%	-6%

Structures from the list above with two or more sulfur atoms, in the order listed:
No.	Structure	Nrf2 inh	MmCpn inh	Abeta yeast res	Akt phos inh	A549 tox	CCT modulator	Nrf2 ARE act	HepG2 tox	TGFb SMAD3 inh
2	Cc1cc(S(=O)(=O)N2CCCC2)c(C)s1	15%	0%	0%	i	5%	-0.6	-0.1%	-1%	-10%
6	Cc1ccc(N2CCN(S(=O)(=O)c3c(C)nc4scc(C)n4c3=O)CC2)c(C)c1	-18%	0%	-24%	i	2%	-0.5	2.4%	-11%	-26%
12	CC(NC(=S)NC(=O)c1cccs1)c1ccccc1 (stereo not drawn)	-10%	2%	?	i	21%	-2.6	5.7%	-6%	0%

More compounds:
No.	Structure	Nrf2 inh	MmCpn inh	Abeta yeast res	Akt phos inh	A549 tox	CCT modulator	Nrf2 ARE act	HepG2 tox	TGFb SMAD3 inh
25	COc1ccc(-n2c(SCC(=O)N3CCOCC3)nc3ccccc3c2=O)cc1	10%	-7%	8%	i	-1%	-1.4	-1.1%	-11%	-14%
26	CCOc1ccc(NC(=O)COc2ccc(S(=O)(=O)N3CCCC3)cc2)cc1	-10%	0%	-4%	i	2%	0.2	-0.9%	-11%	-7%
27	Cc1ccc(C(C)C)c(OCCCNCc2cccnc2)c1	10%	0%	16%	i	-1%	1.0	0.6%	0%	-1%
28	COCCNC(=O)/C(C#N)=C/c1c(N2CCN(c3ccccc3)CC2)nc2ccccn2c1=O	-12%	-2%	-10%	i	-14%	-4.4	2.0%	-8%	-6%
29	CCn1c(CNc2cccc(Cl)c2)nnc1SCc1ccccc1	?	0%	22%	·	-23%	-2.3	-0.2%	-18%	-23%
30	COc1ccc(N2CCN(C(=O)CN3C(=O)COc4ccc(S(=O)(=O)N5CCC(C)CC5)cc43)CC2)cc1	-5%	·	6%	·	-15%	·	-0.2%	-9%	-4%
31	COc1ccc(C(=O)NCc2ccc(Cl)c(Cl)c2)cc1OC	7%	-1%	19%	i	-1%	-3.0	-1.0%	2%	3%
32	CCOc1cc(NC(=O)c2ccco2)c(OCC)cc1NC(=O)COc1ccccc1	?	-3%	-1%	i	0%	0.7	-0.5%	2%	-4%
33	COc1ccc(/C=C2/N=C(c3cccs3)OC2=O)cc1OC(C)C	3%	1%	4%	i	-2%	-1.4	-0.2%	1%	-1%
34	Cc1ccc(S(=O)(=O)N2CCCC2C(=O)Oc2ccccc2)cc1 (stereo not drawn)	-7%	1%	-7%	i	-11%	-2.9	-0.5%	2%	5%
35	Cc1ccc(Cn2c(=O)c3ccccc3n3nc(C)cc23)cc1	-6%	-7%	-12%	i	2%	1.1	-0.3%	-33%	1%
36	O=C(O)CCC(=O)c1cccc2ccccc12	?	-3%	12%	i	1%	1.4	0.2%	-1%	0%
37	Cc1cccc(NC(=O)CSCC(=O)Nc2cccc3ncccc23)c1	-4%	-1%	3%	i	-1%	-0.9	0.3%	-2%	9%
38	Cc1ccc(N(CC(=O)NC2CCC(C)CC2)S(=O)(=O)c2cccnc2)cc1 (stereo not drawn)	-3%	0%	-2%	i	-5%	-0.3	0.4%	-14%	11%
39	COc1ccccc1NC(=O)c1ccc[n+]([O-])c1	-5%	0%	4%	i	1%	0.4	-0.4%	2%	-16%
40	COc1ccc(CCNC(=O)C2CC(=O)N(CCc3ccc(C)cc3)C2)cc1OC (stereo not drawn)	3%	0%	1%	i	7%	-2.3	-0.9%	-7%	2%
41	Cc1[nH]c2ccccc2c1CC#N	9%	-2%	14%	i	0%	0.4	5.7%	-25%	-12%
42	Clc1ccc(-c2csc(-c3ccncc3)n2)cc1	?	-2%	-10%	i	0%	-2.5	14%	5%	9%
43	Cc1cccc(C(=O)N[C@H](C(=O)Nc2ccc(C)c(S(=O)(=O)N3CCOCC3)c2)C(C)C)c1	?	0%	2%	i	1%	0.5	-0.5%	5%	?
44	O=C(NCc1ccccn1)C1CCCN(S(=O)(=O)c2ccc(Br)cc2)C1 (stereo not drawn)	·	·	15%	i	-1%	-1.5	0.5%	8%	-2%
45	Cc1cc(=O)[nH]c(-n2ncc(C#N)c2N)n1	7%	1%	-10%	i	1%	0.5	-0.2%	-8%	-14%
46	COc1ccc(C(=O)/C=C/C(=O)N(CC(=O)NCCC(C)C)Cc2cccs2)c(O)c1	2%	-1%	-76%[inhibitor]	i	9%	-2.7	2.9%	-17%	-19%
47	NC(=O)Cn1cnc2nc3n(c2c1=O)CCC3	2%	1%	-7%	i	-1%	-1.6	-0.4%	-1%	30%
48	CC1CCN(C(=O)C2CCN(S(=O)(=O)c3cccs3)CC2)CC1	6%	1%	-22%	i	-4%	-3.4	3.3%	-14%	-1%
49	Cc1ccccc1C(=O)NCCN1CCC(n2c(=O)[nH]c3ccccc32)CC1	·	·	-10%	i	·	-1.5	-0.3%	·	·
50	COc1ccc(C(=O)NC[C@H]2O[C@@H](n3cnc4c(N)ncnc43)[C@H](O)[C@@H]2O)cc1OC	·	·	-15%	i	·	-2.0	-1.1%	1%	-28%
51	CC(NC(=O)c1ccc(F)cc1F)C1CC2CCC1C2 (stereo not drawn)	-9%	-2%	-14%	i	5%	-1.5	-0.1%	-6%	-12%
52	COc1ccccc1N1CCN(/N=C/c2ccccc2C(=O)O)CC1	3%	2%	7%	i	-2%	0.2	-0.4%	5%	2%
53	CCOC(=O)CN1C(=O)S/C(=C/c2ccco2)C1=O	1%	-1%	-7%	i	-2%	-0.1	3.1%	1%	-1%
54	C=CCOc1ccc(Br)cc1CNC(C)(C)C	15%	0%	1%	i	0%	1.9	0.3%	12%	0%
